PLCb3 inh: inhibitors of human phospholipase C beta3 | Q01970 | Purified PLC-beta3, fluorogenic substrate, fluorescence | inhibition, % at 12.2 µM | hit rate 0.18% among 370,000; in the data active = inhibition above about 11%;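 note: 0% = median of compound wells on plate and 100% = full blocker control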
ARFGAP1 inhibitor: rat ARFGAP1 inhibition. hit rate 0.26% among 360,000. inhibition, % at 16.5 µM. AID 651572. Arfgap1-stimulated ARF1 GTP hydrolysis, GDP FP detection;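 active = inhibition above a per-plate limit, mean inhibition of low control wells plus 3 SD, cut at about 25% in these data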;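 note: 0% = DMSO wells with enzyme and 100% = wells lacking Arfgap1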
Target sequence (Q62848 1-136 limits assumed): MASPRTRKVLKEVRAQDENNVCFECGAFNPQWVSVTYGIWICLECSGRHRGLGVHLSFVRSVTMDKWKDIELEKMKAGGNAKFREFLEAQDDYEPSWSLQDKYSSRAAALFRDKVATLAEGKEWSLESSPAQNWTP
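Material – truncated rat Arfgap1 GAP domain · Buffer or medium – HEPES-based buffer, pH 7.5 · Reagent – human ARF1(Δ1-17)-GTP substrate · Dosing – 16.5 µM single point, 1.26% DMSO · Schedule – GTP hydrolysis reaction 2 h at 25 °C · Technique – GDP detection by fluorescence polarization · Benchmarks – No-Arfgap1 wells (100%) versus DMSO full-reaction wells (0%) · Repeats – single replicate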
TDP2 absorb: blocks human TDP2 phosphodiesterase activity. recombinant TDP2, T5PNP hydrolysis, p-nitrophenol absorbance 415 nm. inhibition, % at 12.8 µM. hit rate 0.34% among 370,000. AID 720702;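 active = inhibition above the mean of all tested compounds plus 3 SD, set per campaign, cut at about 25% in these data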;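 note: 0% = DMSO with enzyme and 100% = buffer with substrate but no TDP2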
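test system = human TDP2 enzyme | input = TDP2 enzyme at 120 nM final | medium = 50 mM Tris-HCl pH 7.5 with Mg2+, KCl, DTT, BSA | also added = T5PNP substrate, 5 mM | times = 2 h at 37 °C | technique = epi absorbance | benchmarks = high control without enzyme, low control DMSO plus TDP2 | replication = each compound tested once, singlicate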
ADAM17 inh: ADAM17 inhibition, QFRET primary screen. recombinant ADAM17, EDANS/DABCYL FRET peptide cleavage. hit rate 0.83% among 370,000. inhibition, % at 6.95 µM. P78536. AID 720648;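 active = inhibition above the mean of compounds lying between control limits plus 3 SD, set per campaign, cut at about 8.5% in these data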;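 note: 0% = DMSO-only wells as the low control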
DDE Tn6 FP inh: DD(E)-Tn6 binding inhibition, primary FP screen | P02675 | Fibrin DD(E) TRITC-Tn6 fluorescence polarization displacement | inhibition, % at 8.3 µM | hit rate 0.21% among 370,000;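 active = inhibition above a per-campaign cutoff: mean of compounds within control limits plus 3 SD, cut at about 15% in these data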;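 note: 0% = median of all compound wells on the plate and 100% = blocking peptide control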
ASAP1 inh: blocks human ASAP1-stimulated Arf1 GTP hydrolysis | hit rate 0.19% among 360,000 | AID 624377 | Q9ULH1 | inhibition, % at 16.5 µM | GDP FP detection; in the data active = inhibition above about 25%;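 note: 0% = vehicle with enzyme and substrate and 100% = no enzyme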
Target sequence (Q9ULH1 325-724 limits assumed): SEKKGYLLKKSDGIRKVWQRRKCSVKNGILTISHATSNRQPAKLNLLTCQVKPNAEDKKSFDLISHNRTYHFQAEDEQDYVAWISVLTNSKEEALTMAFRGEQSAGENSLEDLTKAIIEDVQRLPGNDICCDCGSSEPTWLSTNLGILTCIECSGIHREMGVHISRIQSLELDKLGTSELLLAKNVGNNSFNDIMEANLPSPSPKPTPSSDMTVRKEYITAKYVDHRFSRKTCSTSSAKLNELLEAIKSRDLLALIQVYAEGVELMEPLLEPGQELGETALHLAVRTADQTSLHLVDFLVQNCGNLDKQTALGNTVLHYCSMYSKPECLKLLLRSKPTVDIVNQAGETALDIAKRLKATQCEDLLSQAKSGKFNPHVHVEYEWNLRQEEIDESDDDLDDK
SIAE inh: human SIAE inhibition, primary screen | inhibition, % at 9.66 µM | hit rate 0.69% among 370,000 | AID 1053197 | SIAE FP-Rh probe binding, fluorescence polarization;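 active = inhibition above a cutoff: mean of compounds within the control limits plus 3 SD of those, cut at about 17% in these data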;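 note: 0% = plate median of compound wells and 100% = probe without SIAE protein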
Tn7 DDE FP: inhibitors of Tn7 peptide binding to human fibrin DD(E); FP displacement of FITC-Tn7 peptide from fibrin DD(E); 0% = median of compound wells per plate; P02675; AID 720508; inhibition, % at 8.3 µM; hit rate 0.13% among 370,000;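 active = inhibition above the mean of compounds falling within the control limits plus 3 SD of them, cut at about 14% in these data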;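 note: 0% = plate median of compound wells and 100% = 10 µM Aha-Tn7 peptide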
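Assay system: human fibrin DD(E). Input: DD(E) 2 µM final. Medium: Tris buffer with calcium and detergent, pH 7.8. Compound dosing: single point at 8.3 µM. Timing: 10 min plus 3 h, room temperature. Technique: fluorescence polarization of the labelled Tn7 tracer. Read-out: percent inhibition. Replicates: singlicate testing.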
PLC-gamma1 inh: blocks human PLC-gamma1 enzyme activity; purified PLC-gamma1, fluorogenic substrate, fluorescence; inhibition, % at 12.2 µM; hit rate 0.84% among 370,000; in the data active = inhibition above about 9.5%
ADAM10 inh: inhibitors of human ADAM10; O14672; recombinant ADAM10, EDANS/DABCYL FRET peptide cleavage, 3 h; inhibition, % at 7 µM; hit rate 0.62% among 370,000; AID 720582;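 active = inhibition above a per-campaign cutoff equal to the mean of compounds falling between control-based bounds plus 3 SD, cut at about 20% in these data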;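 note: 0% = DMSO wells while the 100% control is not disclosed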
Target sequence (O14672 214-748 limits assumed): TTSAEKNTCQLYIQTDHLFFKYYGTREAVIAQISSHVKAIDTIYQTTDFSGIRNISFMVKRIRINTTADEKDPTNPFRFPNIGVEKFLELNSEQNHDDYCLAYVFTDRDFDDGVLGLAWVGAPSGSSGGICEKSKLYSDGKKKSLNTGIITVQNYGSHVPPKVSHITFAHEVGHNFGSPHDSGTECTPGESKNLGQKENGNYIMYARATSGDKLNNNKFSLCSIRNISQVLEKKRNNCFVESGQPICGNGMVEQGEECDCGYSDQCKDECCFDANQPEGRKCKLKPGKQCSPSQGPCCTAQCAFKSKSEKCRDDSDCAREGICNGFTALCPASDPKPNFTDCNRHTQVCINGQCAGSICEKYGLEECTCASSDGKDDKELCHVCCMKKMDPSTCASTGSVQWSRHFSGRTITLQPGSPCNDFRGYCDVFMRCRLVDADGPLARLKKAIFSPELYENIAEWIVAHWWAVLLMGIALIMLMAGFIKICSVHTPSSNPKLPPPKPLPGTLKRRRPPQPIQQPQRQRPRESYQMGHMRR
* hit, by the source's call.

cpd	canonical_smiles	PLCb3 inh	ARFGAP1 inhibitor	TDP2 absorb	ADAM17 inh	DDE Tn6 FP inh
1	CCCCc1c(-c2ccccc2OC)ncn1Cc1ccccc1F	-3	-3	0	2	-6
2	CCOC(=O)/C=C1\CN(CCC(C)C)S(=O)(=O)c2ccccc21	0	-2	-3	-3	-5
3	O=C(NC(c1ccc(Cl)cc1)c1cnccn1)C1CCN(Cc2cccc(C(F)(F)F)c2)CC1 (stereo not given)	5	-8	-3	1	-7
4	Oc1ccc2ccccc2c1CN1CCN(C/C=C/c2ccccc2)CC1	-10	1	4	-8	-4
5	COc1cccc(/C=N/NC(=O)c2cccc([N+](=O)[O-])c2)c1OS(=O)(=O)c1ccc(C)cc1	3	6	10	9.4*	4
6	CC/C(=N\NC(=O)CCC(=O)NCc1ccccc1)c1ccc(O)cc1	-1	12	-4	-2	4
7	COc1ccccc1-c1cc2nc(NCc3cccc(Cl)c3)ccn2n1	-105	12	-10	-35	-10
8	Cc1c(Cl)cccc1N=C(N)N=C(N)N	-6	3	2	-3	-2

cpd	ASAP1 inh	SIAE inh	Tn7 DDE FP	PLC-gamma1 inh	ADAM10 inh
1	-3	0	-1	-2	-3
2	-2	11	5	1	0
3	-2	-5	3	0	3
4	-6	14	-2	0	-15
5	6	-8	3	4	13
6	-13	-8	0	0	12
7	17	-14	-5	-70	-119
8	-8	1	2	1	-7

Carrying on:
cpd	canonical_smiles	PLCb3 inh	ARFGAP1 inhibitor	TDP2 absorb	ADAM17 inh	DDE Tn6 FP inh
9	CC(=O)c1ccc(-n2c(CCC(=O)O)ccc2-c2ccc(Cl)cc2)cc1	-8	1	-9	-1	-8
10	Cc1ccc2occ(/C=N/NC(=O)c3ccccc3Br)c(=O)c2c1	-10	-17	-8	0	5
11	Cn1c(=O)c(C(=O)NCC2CCCO2)c(O)c2ccccc21 (stereo not given)	-6	23	-14	-3	0
12	CCOc1ccccc1-n1c(SCC(N)=O)nnc1-c1cccnc1	0	8	-2	-4	-6
13	O=S(=O)(Nc1ccc(-c2ccc(NS(=O)(=O)c3ccccc3)cc2)cc1)c1ccccc1	1	0	-3	0	4
14	COC(=O)[C@@]1(Cc2ccc(F)cc2)[C@H]2c3cc(C(=O)N(C)C)n(C)c3C[C@H]2CN1C(=O)c1ccccc1	-8	-5	9	-6	9
15	CC(C)OCCCNC(=O)Cn1ncc2c(=O)oc3ccccc3c21	3	7	7	1	4
16	CCOC(=O)c1c(NC(=O)CSc2nnc(-c3c[nH]c4ccccc34)n2C)sc2c1CCCC2	1	2	-12	0	5

cpd	ASAP1 inh	SIAE inh	Tn7 DDE FP	PLC-gamma1 inh	ADAM10 inh
9	-7	9	1	4	-5
10	-4	-1	9	-4	-12
11	3	10	5	-1	-5
12	5	2	-7	1	5
13	13	-100	1	1	-3
14	5	3	-1	-4	-13
15	-6	-5	4	3	3
16	4	11	-7	1	-11

(next part)
cpd	canonical_smiles	PLCb3 inh	ARFGAP1 inhibitor	TDP2 absorb	ADAM17 inh	DDE Tn6 FP inh
17	S=c1[nH]nc(C2CCCCC2)n1/N=C/c1cccs1	1	5	10	2	4
18	Cc1ccc(SCCSc2ncccn2)cc1	-2	-3	11	2	-2
19	CN(C)CCNc1ncnc2c1sc1nc(N3CCOCC3)c3c(c12)CC(C)(C)SC3	-100	7	2	-11	-2
20	COc1cc(C(=O)NCc2cn3cccc(C)c3n2)cc(OC)c1OC	2	-5	6	0	-8
21	CCOC(=O)Cn1c(S(=O)(=O)Cc2ccccc2)nc2ccccc21	1	-7	11	-2	0
22	CCNC(=O)NC(C(=O)OC)C12CC3CC(CC(C3)C1)C2 (stereo not given)	1	-5	3	-4	-4
23	Cc1ccccc1NCN1C(=O)C2C3C=CC(C3)C2C1=O (stereo not given)	1	1	0	-5	1
24	COCCNc1nc(C)c(C(C)=O)s1	5	-7	-7	3	5

cpd	ASAP1 inh	SIAE inh	Tn7 DDE FP	PLC-gamma1 inh	ADAM10 inh
17	-5	0	-7	-1	6
18	-3	8	-4	4	2
19	-9	3	0	-65	-56
20	1	5	1	0	-1
21	-15	1	3	0	-11
22	8	4	0	-2	3
23	-5	6	0	-1	1
24	26*	0	5	1	-3

Additional records.
cpd	canonical_smiles	PLCb3 inh	ARFGAP1 inhibitor	TDP2 absorb	ADAM17 inh	DDE Tn6 FP inh
25	CCCCCCNC(=O)CCc1nc2cccnc2n1Cc1ccc(OC)cc1	-3	9	3	1	-7
26	CC(=O)Oc1ccc2c(c1)c(C(C)=O)c(C)n2C	3	13	3	-2	0
27	O=C1[C@@H]2CSCCS(=O)(=O)N2C(=O)N1C1CCCCC1	2	11	-7	-1	6
28	CN1CCN(NC(=O)c2ccc(Br)s2)CC1	-7	-5	4	-6	2
29	O=C(/C=C/c1ccccc1Cl)c1ccc(O)cc1	-5	8	10	-2	-9
30	O=C(NCc1nnnn1-c1ccc(F)c(F)c1)c1cc2ccccc2o1	-6	4	0	-6	-2
31	COc1ccc(N2CCN(C(c3cccc(OC)c3OC)c3nnnn3C3CCCC3)CC2)cc1 (stereo not given)	1	4	7	3	-2
32	COc1ccccc1N1CCN(C(=O)C2CCN(S(=O)(=O)c3ccc(Cl)cc3)CC2)CC1	-1	-6	1	1	3

cpd	ASAP1 inh	SIAE inh	Tn7 DDE FP	PLC-gamma1 inh	ADAM10 inh
25	10	1	3	1	3
26	-5	-2	-4	3	-6
27	7	3	1	1	-4
28	-5	2	2	-1	0
29	0	-9	2	-1	8
30	4	-3	5	-4	-4
31	2	4	4	2	9
32	-6	3	1	0	-2

(further entries)
cpd	canonical_smiles	PLCb3 inh	ARFGAP1 inhibitor	TDP2 absorb	ADAM17 inh	DDE Tn6 FP inh
33	COCCCNC(=O)Cn1c(=O)n(CC(=O)N2CCCCC2)c(=O)c2sccc21	-6	3	5	-4	3
34	CCN(CC)S(=O)(=O)c1cccc(NC(=O)c2ccccc2Br)c1	0	-3	-3	2	0
35	O=C(COc1ccc(-c2ccccc2)cc1)NNC(=O)Nc1ccccc1	-8	4	-2	-8	-5
36	CCOC(=O)c1ccn(-c2nc(-c3ccco3)cc(C(F)(F)F)n2)n1	-65	-5	-4	-30	-6
37	CCCC(=O)c1ccc(N2CCCC2)c(F)c1	-19	-15	-2	4	-2
38	Cc1nn(-c2ccc(F)cc2)c2sc(C(=O)N3CCCCCC3)cc12	-1	-5	-2	0	3
39	Cc1cc(Nc2ccc(F)cc2)n2nc(C)nc2n1	0	11	-4	0	4
40	C=CCSc1nc(N2CCOCC2)c2c(c1C#N)CC(C)(C)N(C)C2	-24	-3	-5	-3	-9

cpd	ASAP1 inh	SIAE inh	Tn7 DDE FP	PLC-gamma1 inh	ADAM10 inh
33	-5	0	8	0	-3
34	-5	-6	0	1	1
35	2	-12	2	-3	-5
36	-1	0	1	-46	-174
37	0	-1	-9	-14	2
38	-7	0	-2	1	7
39	-3	0	-6	0	-6
40	-7	-3	7	-14	-8

The closing 6 compounds of the part before lead into the next:
cpd	canonical_smiles	PLCb3 inh	ARFGAP1 inhibitor	TDP2 absorb	ADAM17 inh	DDE Tn6 FP inh
35	O=C(COc1ccc(-c2ccccc2)cc1)NNC(=O)Nc1ccccc1	-8	4	-2	-8	-5
36	CCOC(=O)c1ccn(-c2nc(-c3ccco3)cc(C(F)(F)F)n2)n1	-65	-5	-4	-30	-6
37	CCCC(=O)c1ccc(N2CCCC2)c(F)c1	-19	-15	-2	4	-2
38	Cc1nn(-c2ccc(F)cc2)c2sc(C(=O)N3CCCCCC3)cc12	-1	-5	-2	0	3
39	Cc1cc(Nc2ccc(F)cc2)n2nc(C)nc2n1	0	11	-4	0	4
40	C=CCSc1nc(N2CCOCC2)c2c(c1C#N)CC(C)(C)N(C)C2	-24	-3	-5	-3	-9
41	O=C(NCc1ccc(Cl)cc1)C1CCCO1 (stereo not given)	-6	7	16	-7	-3
42	COc1ccc2[nH]c(CN3CCN(C(C)C)C(CCO)C3)c(C)c2c1 (stereo not given)	-10	20	-6	-5	-5
43	CCC(=O)Nc1nc2ccccc2n1Cc1ccccc1Cl	-6	-11	9	-3	2
44	CCCCc1c(C)nc2nc(SCc3ccc(Cl)cc3)[nH]n2c1=O	-7	5	-6	1	-4
45	CC(C)(C)CN1CCC(Oc2cccc(C(=O)N3CCC[C@H]3CO)c2)CC1	-7	9	-3	0	4
46	Oc1cccc(/C=N/Nc2ccc(Cl)nn2)c1	-4	5	0	-1	-3
47	CCCCNc1ccc2oc(-c3ccc(OC)cc3)c(-c3ccc(OC)c(F)c3)c2c1	-82	5	-3	-9	-3
48	Nc1nc2c(nc(SCc3ccccc3Br)n2C2OC(CO)C(O)C2O)c(=O)[nH]1 (stereo not given)	-1	1	7	1	4

cpd	ASAP1 inh	SIAE inh	Tn7 DDE FP	PLC-gamma1 inh	ADAM10 inh
35	2	-12	2	-3	-5
36	-1	0	1	-46	-174
37	0	-1	-9	-14	2
38	-7	0	-2	1	7
39	-3	0	-6	0	-6
40	-7	-3	7	-14	-8
41	12	8	4	-2	-1
42	-10	1	1	-8	-11
43	-5	-2	10	-2	-7
44	-1	2	0	-1	4
45	4	2	-4	-1	-6
46	-4	8	2	5	3
47	-1	8	-5	-54	-33
48	3	3	-1	-1	3

The list goes on.
cpd	canonical_smiles	PLCb3 inh	ARFGAP1 inhibitor	TDP2 absorb	ADAM17 inh	DDE Tn6 FP inh
49	COCCn1c(SCC(=O)Nc2cc(C)on2)nc2c([nH]c3ccccc32)c1=O	2	3	3	-3	1
50	O=C(O)c1ccccc1NCc1ccncc1	-14	4	-1	-21	7
51	COc1ccc(NC(=O)C(=O)N/N=C/c2cccnc2)cc1	1	5	-9	-7	-5
52	C[C@H](CO)N1C[C@H](C)[C@@H](CN(C)S(=O)(=O)c2ccc(F)cc2)Oc2c(NS(=O)(=O)c3ccccc3)cccc2C1=O	0	-5	2	-2	-2
53	CCN(C[C@H]1N[C@@](C)(C(=O)OC)[C@H]2C(=O)N(Cc3ccccc3)C(=O)[C@@H]12)C(=O)Nc1ccc(Cl)cc1	3	-4	-4	0	-4
54	COC1=CC(C)C2CC3OC(=O)CC4C(C)=C(OC)C(=O)C(C2(C)C1=O)C34C (stereo not given)	2	4	0	0	3

cpd	ASAP1 inh	SIAE inh	Tn7 DDE FP	PLC-gamma1 inh	ADAM10 inh
49	-11	-4	-6	5	-4
50	-4	7	5	-13	-69
51	11	-10	6	6	6
52	-2	-4	5	-1	-10
53	-9	-7	-7	2	1
54	5	8	-8	1	2

Hits appear at their usual frequency. About 3.6% of those tested had a hit in this group.
